PKM2 act: PKM2 (human) enzyme activation; P14618; purified PKM2, Kinase-Glo ATP luminescence, activation; response scale: 0% is enzyme alone, no compound; Potency, µM (top dose mostly 57.5 µM), for inactives: at the highest dose activation, usual class: activators; actives 0.34% (n = 260,000); AID 1631; further: potency means the concentration at half of the fitted maximal effect; on the % scale 0 is the no-effect control and ±100 the full control effect; nearly all actives have a fitted effect of over 55% in size
Target sequence (P14618 whole entry, looked up): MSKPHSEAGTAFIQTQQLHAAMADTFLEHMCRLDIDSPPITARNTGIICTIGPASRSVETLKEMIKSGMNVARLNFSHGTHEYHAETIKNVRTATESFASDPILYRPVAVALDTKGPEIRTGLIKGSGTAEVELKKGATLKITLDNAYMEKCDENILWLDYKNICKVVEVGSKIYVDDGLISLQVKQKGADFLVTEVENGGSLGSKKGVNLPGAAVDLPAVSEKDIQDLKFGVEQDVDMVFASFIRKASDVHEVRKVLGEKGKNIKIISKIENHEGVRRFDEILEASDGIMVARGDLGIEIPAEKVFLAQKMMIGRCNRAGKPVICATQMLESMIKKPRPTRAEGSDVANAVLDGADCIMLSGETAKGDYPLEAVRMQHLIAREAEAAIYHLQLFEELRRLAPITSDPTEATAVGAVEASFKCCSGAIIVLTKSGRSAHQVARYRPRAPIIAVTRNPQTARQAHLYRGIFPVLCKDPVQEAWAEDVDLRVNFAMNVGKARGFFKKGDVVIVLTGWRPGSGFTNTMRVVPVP
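Purified hPK-M2 (>95%) run at intermediate activity with 0.1 mM ADP and 0.5 mM PEP in 50 mM imidazole pH 7.2, KCl, MgCl2; 1 h room temperature. ATP formed read by Kinase-Glo luminescence; normalized to uninhibited and no-enzyme controls.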
GALK inh: galactokinase (human) inhibition. P51570. Purified GALK, Kinase-Glo residual ATP luminescence. Potency, µM (highest dose often 57.5 µM), inactives show at the top dose activity change, negative = inhibition, actives largely listed as inhibitors. actives 0.007% (n = 270,000). AID 1868; further: potency means the concentration at half of the fitted maximal effect; on the % scale 0 is the no-effect control and ±100 the full control effect
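ATP-depletion format; final 35 uM ATP, 100 uM D-galactose, 5 nM enzyme; pH 8.0 HEPES/Mg2+ buffer; 60 min RT; luminescence read 10 min after detection reagent.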
Giardia kill: kills Giardia lamblia | Giardia lamblia trophozoite viability | activity change, % at 7.66 µM, hits read low | actives 0.15% (n = 340,000); in the data active means activity change below about -80%; inconclusive means between about -30% and that limit;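 further: parasites exposed to compound for two days anaerobically before the ATP read; on the % scale 0 is the no-effect control and ±100 the full control effect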
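Media and compound were dispensed first, then trophozoites at 100 cells/well; plates sat 48 hrs at 37 deg C without oxygen before ATP luminescence reagent was added and read after 15-30 min at room temperature.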
a7 integrin act: activates integrin-mediated alleviation for muscular dystrophy; alpha7betagal myoblasts, beta-gal FDG fluorescence, 48 h; Potency, µM (titrated, usually from 38.3 µM), for inactives: at the highest dose activation, actives largely listed as activators; actives 0.064% (n = 350,000); AID 624291;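 further: potency means the concentration at half of the fitted maximal effect; 100% = response of the positive control SU9516; nearly all actives have a fitted effect of over 60% in size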
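Alpha7betagal+/- myoblasts (passage 13) were plated 16-24 hr, then exposed to compounds (1:260 dilution of DMSO stock) for 48 hours at 37C. After MPER lysis, β-galactosidase reporter activity was read as FDG fluorescence (ex 480/em 540) after 30 minutes.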
Menin-MLL TR inh: menin-MLL binding inhibition, Texas Red mutant peptide | actives 0.23% (n = 270,000) | Menin + Texas Red MLL mutant peptide, fluorescence polarization | AID 1768 | Potency, µM (series often up to 61.6 µM), for inactives: at the top dose FP activity change, negative = inhibition, hits mostly inhibitors; active means well fitted inhibition curve with a large enough effect in the polarisation, with a control signal flat, not every such curve was filed as active; inconclusive means small, poorly fitted or top-dose-only effect, or effect the other way, or a change in a side signal; inactive means no such curve, though single readings can be large or run the other way; the % refers to the polarisation; further: potency means the concentration at half of the fitted maximal effect; % of control where 0% means no effect; many of its hits are not listed in these tables
ASM inhibitor: human S-ASM enzyme inhibition; P17405; actives 0.006% (n = 340,000); Potency, µM (series often up to 57.5 µM), without a hit: at the highest dose activity change, negative = inhibition, most hits filed as inhibitors; AID 504937; placental ASM, HMU-PC fluorogenic substrate, 60 min; further: potency means the concentration at half of the fitted maximal effect
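Human placenta-derived ASM enzyme was preincubated with compound for 10 minutes at room temperature, then given fluorogenic substrate HMU-PC0 (9 uM final) for 60 minutes at 37 °C; a pH 10 stop preceded fluorescence reading at Ex 386/Em 447 nm.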
FBPA coupling cs: counter-screen for Giardia aldolase inhibitors: coupling enzyme system. coupling enzyme system counterscreen, AmpLite Red fluorescence. activity change, negative = inhibition, % at 58.2 µM, hits read low. actives 0.67% (n = 290,000). AID 2472; in the data active means activity change below about -30%; further: on the % scale 0 is the no-effect control and ±100 the full control effect
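First, compound is pin-transferred into glyceraldehyde-3-phosphate coupling-enzyme reagent at 57.5 uM final and held 10 min at RT. Next, substrate, coupling system and AmpLite Red are added. After 20 min RT, fluorescence (525/598 nm) is read.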
B2AR arrestin: recruits beta-arrestin to the human beta2-adrenergic receptor; beta-arrestin recruitment to beta2AR, cell-based reporter; Potency, µM (top dose mostly 46.1 µM), without a hit: top-dose activation, actives largely listed as activators; actives 0.02% (n = 330,000); AID 492947;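 further: potency means the concentration at half of the fitted maximal effect; 0% = DMSO controls and full agonism = EC100 isoproterenol or metaproterenol; nearly all actives have a fitted effect of over 65% in size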
TSG101-PTAP inh: blocks PTAP/TSG101 interaction to inhibit HIV-1 budding; Fluorescence polarization, FITC-PTAP peptide / Tsg101 binding; Potency, µM (titrated, usually from 115 µM), for the others: at the top dose activity change, negative = inhibition, hits mostly inhibitors; 340,000 tested, under 10 active; active means well fitted inhibition curve with a large enough effect in the main read-out, with a control signal flat, not every such curve was filed as active; inconclusive means small, poorly fitted or top-dose-only effect, or effect the other way, or a change in a side signal; inactive means no such curve, though single readings can be large or run the other way; further: potency means the concentration at half of the fitted maximal effect; % of control where 0% means no effect
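Compounds were pin-transferred onto Tsg101 binding domain (10 uM final) in HEPES pH 7.5 buffer, then FITC-PTAP peptide was added at 50 nM final. After 20 min at RT, polarization reported peptide displacement across a qHTS concentration series.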
Tb PFK block: blocks T. brucei phosphofructokinase | AID 485367 | actives 0.17% (n = 330,000) | O15648 | Potency, µM (doses to about 57.5 µM), for inactives: at the top dose activity, negative = inhibition, actives largely listed as inhibitors | T. brucei PFK, ADP-Glo luminescence;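 further: potency means the concentration at half of the fitted maximal effect; 0% = uninhibited 1x PFK enzyme wells and -100% = no-enzyme wells; nearly all actives have a fitted effect of over 60% in size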
Target sequence (O15648 whole entry, looked up): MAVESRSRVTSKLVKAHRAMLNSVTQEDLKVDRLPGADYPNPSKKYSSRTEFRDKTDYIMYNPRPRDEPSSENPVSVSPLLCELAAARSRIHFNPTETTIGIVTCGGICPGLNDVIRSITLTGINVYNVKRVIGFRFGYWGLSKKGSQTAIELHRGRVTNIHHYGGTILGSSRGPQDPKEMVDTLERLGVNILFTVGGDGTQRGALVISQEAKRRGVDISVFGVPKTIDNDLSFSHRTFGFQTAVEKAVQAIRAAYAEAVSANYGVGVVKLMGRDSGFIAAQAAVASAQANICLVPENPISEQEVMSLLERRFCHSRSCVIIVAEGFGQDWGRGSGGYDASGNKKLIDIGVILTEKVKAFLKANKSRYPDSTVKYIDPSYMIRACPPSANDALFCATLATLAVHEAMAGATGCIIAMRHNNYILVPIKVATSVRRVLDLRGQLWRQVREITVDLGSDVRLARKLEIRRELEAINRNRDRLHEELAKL
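PFK 1.25 nM, F6P 0.5 mM, ATP 0.1 mM, 0.1 M TEA pH 8.0, 5 mM MgCl2, 0.01% Tween20, 0.1% BSA; 45 min RT. ADP-Glo readout. qHTS titration up to 57 uM; curves fitted, compounds curve-classed.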
Chronic BCR inh: chronic active BCR signaling inhibition; ABC-DLBCL IkBa-CBG/CBR reporter, luminescence ratio, 4 h; Potency, µM (highest dose often 46.1 µM), for inactives: at the highest dose ratio change, negative = lower green/red ratio, most hits filed as inhibitors; AID 493014; actives 0.05% (n = 340,000); active means well fitted inhibition curve with a large enough effect in the signal ratio, with a control signal flat, not every such curve was filed as active; inconclusive means small, poorly fitted or top-dose-only effect, or effect the other way, or a change in a side signal; the % refers to the signal ratio;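 further: potency means the concentration at half of the fitted maximal effect; plate controls were basal doxycycline-induced cells for no effect and cells given 10 µM MG132 for full effect; MG132 reads +100%, hits lower the ratio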
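TMD8 ABC-DLBCL cells carrying doxycycline-inducible green luciferase fused to IkappaBalpha plus unfused red luciferase were exposed to compounds (up to 46 uM) for 4 hrs at 37C. Activity came from the overlap-corrected green/red luminescence ratio.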
* hit, by the source's call; ? = inconclusive; . = no result given; & = joins results of further samples; [ ] = dose if it differs, or a comment. Unless noted, the call rests on the fitted dose curve; in most records, active means well fitted curve in the direction sought with a large enough effect; inconclusive means small, poorly fitted or top-dose-only effect, or another doubt; inactive means no such curve, though single readings can be large; an effect the other way counts as inactive or inconclusive. A portion of the library. The share of hits here may be higher or lower than overall.

SMILES	PKM2 act	GALK inh	Giardia kill	a7 integrin act	Menin-MLL TR inh	ASM inhibitor	FBPA coupling cs	B2AR arrestin	TSG101-PTAP inh	Tb PFK block	Chronic BCR inh
COc1ccc(C(=O)O/N=C(\N)c2ccc(Br)cc2)cc1	.	3%	32[activator]	?	13%	-1%	2	-0.6%	0%	0%	12%
CCc1ccc(/C=N\NC(=O)c2ccc(Br)o2)s1	12%	2%	-6	-26%	6%	-1%	-11	-0.6%	-2%	4%	?
COc1cccc2cc(C(=O)NCCc3c[nH]c4ccccc34)c(=O)oc12	-17%	-3%	-14	4%	-9%	-22%	-1	0.3%	-15%	-3%	?
CC1=C(C(=O)Nc2ccccc2)C(c2coc3ccccc3c2=O)C2=C(CCCC2=O)N1 (centres undefined)	1%	-2%	-3	0%	-9%	0%	1	-0.5%	-3%	-1%	-17%
COc1cc(CNc2nnnn2C)ccc1OCc1ccc(F)cc1Cl	10%	3%	17	-26%	-1%	-1%	0	-0.7%	-8%	2%	-12%
O=C(Cn1cc(C(F)(F)F)ccc1=O)NCc1ccc(F)cc1	.	5%	4	16%	11%	-2%	1	-0.5%	-3%	5%	-4%
O=C(Nc1cc(S(=O)(=O)N2CCCCC2)ccc1Cl)c1ccccc1NS(=O)(=O)c1ccc(F)cc1	3%	-7%	0	-51%[inhibitor]	?	24%	6	-2.9%	-5%	0%	?
COC(=O)C1=C(C)N(Cc2ccccc2)C(=NCCCCO)N[C@H]1c1cccc(C(F)(F)F)c1	3%	.	-2	-19%	-14%	5%	1	0.2%&0.0%	-5%	-4%&-3%	1%&-3%
COC1=C(c2ccccc2)C(=O)c2ccccc2C1=O	3%	.	37[activator]	-64%[inhibitor]	-5%	-7%	-33*	0.5%	-2%	3%	?
O=C(Nc1cccnc1)C1OCCc2ccccc21 (centres undefined)	-1%	2%	7	-8%	8%	4%	2	0.1%	-5%	-1%	7%
CCN(CC)Cc1c(O)ccc2c1O/C(=C\C=C\c1ccccc1)C2=O	3%	1%	18	-32%	.	-8%	0	0.7%	?	2%	-3%
O=C(OCc1ccccc1)N1CCOCCN(C(=O)OCc2ccccc2)CCOCC1	5%	0%	24	7%	-10%	13%	2	-0.1%	-2%	0%	2%
O=C(CCN1C(=O)c2ccccc2S1(=O)=O)NCc1ccco1	5%	0%	10	1%	11%	1%	3	0.2%	-3%	1%	6%
CCC(C)[C@H](NC(=O)Nc1ccc(S(N)(=O)=O)cc1)C(=O)O (some centres undefined)	0%	.	-2	4%	3%	1%	6	-0.5%	-3%	-2%	3%
COc1cc(NC(=O)NCC2CCN(Cc3ccccc3C)CC2)cc(OC)c1OC	.	.	3	?	24%	2%	0	0.0%	-2%	-3%	4%
COC(=O)C1=C(C(=O)OC)[C@@H]2N(Cc3ccccc3)c3ccccc3[C@@]23C[C@@H](C(=O)OC)N(C(=O)CC(C)C)C3=N1	-1%[11.5 µM]	-1%	-29	-9%	-21%[11.7 µM]	-4%	-15&-1	0.5%	-1%	-5%	10%
O=C(CNC(=O)c1ccc(Cl)cc1)OCCN1C(=O)c2ccccc2C1=O	.	.	-27	-15%	.	1%	.	0.2%	-2%	0%	-1%
O=C(COc1ccc(=O)n(-c2ccccc2)n1)Nc1ccccc1	-10%	-3%	-5	13%	1%	1%	3	-0.2%	-7%	0%	3%
O=C(Cc1cccc(C(F)(F)F)c1)OCC(=O)N1CCN(S(=O)(=O)c2ccc(Cl)cc2)CC1	.	.	9	6%	.	-4%	.	-0.1%	-6%	0%	10%
Cc1cccc(C)c1N=C1NN=C(c2ccccc2F)CS1	25%	4%	32[activator]	22%	-3%	2%	0	0.0%	-3%	0%	-4%
COc1ccccc1C(=O)NCC(=O)NC(C)CCc1ccccc1 (centres undefined)	-47%	10%	-22	0%	.	2%	.	0.1%	-4%	-1%	?
Cc1ccccc1CC(=O)Nc1ccc(S(=O)(=O)N2CCN(C)CC2)cc1	-2%	4%	-2	4%	.	.	.	0.2%	-4%	-7%	0%
Cc1ccc(N(C(=O)CNC(=O)c2ccco2)C(C(=O)NCC2CCCO2)c2ccccc2)cc1 (centres undefined)	0%	4%	-21	-21%	-19%	-4%	-3	-0.5%	-4%	-3%	2%
CS(=O)(=O)c1ccccc1-c1nc(-c2cc(C(F)(F)F)cc(C(F)(F)F)c2)no1	3%	.	4	8%	?	-1%	-8	-0.2%	-3%	1%	-3%
CCCCOc1cc(C)nc(NCc2ccccc2)n1	1%	3%	4	-35%[inhibitor]	?	-4%	7	-0.9%	-2%	4%	14%
CCOc1ccc(NC(=O)CN(C)C(=O)c2ccc(N3CCCCC3)c([N+](=O)[O-])c2)cc1OCC	.	.	4	6%	.	-9%	.	3.0%	-2%	-3%	-1%
COc1cccc(-n2c(SCC(=O)NC(C)(C)C)nnc2-c2ccoc2C)c1	-1%	2%	-21	-10%	-5%	-2%	-3	0.2%	-1%	-4%	0%
COc1ccc2c(CC(=O)N[C@@H](Cc3c[nH]c4ccccc34)C(=O)O)cc(=O)oc2c1	.	3%	8	1%	31%[activator]	8%	0	-0.1%	-2%	-9%	-1%
O=C(COC(=O)c1ccc(F)cc1F)c1ccc[nH]1	.	.	-10	33%	.	.	.	-2.3%	-1%	4%	0%
Cc1ccc(C)c(NC(=O)COC(=O)c2ccc[n+]([O-])c2)c1	.	.	-29	15%	.	5%	.	-0.3%	-4%	-2%	1%
Cc1ccccc1NC(=O)c1cc(S(=O)(=O)N2CCOCC2)cn1C	8%	.	-18	-16%	-19%	5%	0	-0.3%	-6%	-2%	-3%
Cc1ccc(NC(=O)CN2CCCC2)cc1Br	0%	-2%	4	-14%	-6%	-2%	0	-1.0%	-10%	-2%	-1%
COc1ccc(C(O)Cn2ccsc2=NC(C)=O)cc1 (centres undefined)	1%	-6%	4	-39%	-1%	22%[11.5 µM]	0	-0.1%	0%	0%	-1%
Nc1c(C(=O)Nc2ccc(Cl)c(Cl)c2)sc2nc(-c3cccnc3)ccc12	-1%	2%	.	.	4%	.	-1	-0.8%	.	0%	5%
N#Cc1nc(-c2cccs2)oc1NCc1ccccc1Cl	9%	-3%	-12	15%	.	59%[activator]	3	-0.6%	3%	-1%	?
Cc1ccsc1C(=O)Nc1cc(C(C)(C)C)nn1-c1ccccc1	6%	-2%	-12	7%[7.66 µM]	.	-9%	0	-0.1%	-2%	2%	?
CC(C)(C)OC(=O)N1CCC(C(=O)Nc2cccc(C(=O)N3CCOCC3)c2)CC1	.	.	23	6%	.	6%	.	0.1%	-2%	3%	0%
O=C(CSc1nnc(-c2ccccc2)c(-c2ccccc2)n1)NC1CCS(=O)(=O)C1 (centres undefined)	-8%	-4%	-8	2%	1%	0%	2	-0.2%	-5%	1%	-20%
COc1cc2ncnc(NCCc3ccccc3)c2cc1OC	-5%	1%	-19	-52%	-4%	-4%	1	0.5%	1%	-4%	-1%
Cc1cc2ccccc2c(=O)n1CC(=O)N(C)c1ccc(F)cc1	-10%	4%	7	-2%	-11%	4%	0	-0.5%	-6%	0%	-5%
CCOCCn1c(=NC(=O)CSCC(=O)Nc2cc(C)on2)sc2cc(OC)ccc21	-1%	3%	-11	-29%	.	0%	.	0.1%	-6%	1%	-11%
Cc1nnc(NN2CCOCC2)[nH]c1=O	-6%	0%	17	16%	-4%	1%	2	-0.3%	-3%	-5%	0%
Cc1cccc(Cn2cnc3c(NS(C)(=O)=O)c(C)c(C)cc32)c1	1%	-4%	-5	14%	-13%	-9%	0	0.1%	-8%	8%[0.46 µM]	4%
O=C(CN1C(=O)c2ccccc2S1(=O)=O)c1ccc(F)c(F)c1	-3%	-2%	?	?	1%	3%	-2	-0.6%	-4%	3%	-1%
COc1ccc(-n2nc3c(N4CCC(C(=O)NCc5ccccc5)CC4)nnc(C)c3c2C)cc1	.	2%	8	-21%	.	0%	.	0.2%	-2%	0%	0%
CCCCOC(=O)C1=C(C)NC(=O)NC1c1ccc(N(C)C)cc1 (centres undefined)	0%	-7%	5	-21%	3%	-1%	2	0.0%	0%	3%	-2%
CN(C)CCNC(=O)/C=N/O	-12%	0%	-12	?	26%	6%	0	-0.3%	-3%	-7%	0%
Clc1ccc(-c2cc(CSc3cccc(Cl)c3)on2)cc1	-1%	-3%	3	26%	15%	-6%	-3	3.7%	0%	0%	7%
Cc1cc(C(=O)NNC(=O)C2CCCC2)c(C)o1	-1%	11%	-7	?	20%	7%	0	0.3%	5%	8%	-1%
COC(=O)c1nc2nc(C)cc(C(F)(F)F)n2n1	-1%	6%	-3	-7%	-4%	3%	0	-0.3%	-6%	-3%	0%

Compound activity from PubChem.
